Bioassay records from PubChem BioAssay.
Tb PGK inh = qHTS Assay to Find Inhibitors of Phosphoglycerate Kinase; Phosphoglycerate kinase, glycosomal (Trypanosoma brucei brucei), P07378; PGK/GAPDH coupled, Kinase-Glo luminescence, 60 min; Potency, µM (top dose mostly 57.5 µM), without a hit: top-dose activity change, negative = inhibition, most hits filed as inhibitors; hit rate 0.043% among 380,000; AID 602233, 2012; also: potency is read from the fitted curve at half-maximal effect; % is scaled to controls: 0 for no effect and ±100 for the full control effect; nearly all actives have a fitted effect of over 60% in size
Target sequence (P07378 whole entry, looked up): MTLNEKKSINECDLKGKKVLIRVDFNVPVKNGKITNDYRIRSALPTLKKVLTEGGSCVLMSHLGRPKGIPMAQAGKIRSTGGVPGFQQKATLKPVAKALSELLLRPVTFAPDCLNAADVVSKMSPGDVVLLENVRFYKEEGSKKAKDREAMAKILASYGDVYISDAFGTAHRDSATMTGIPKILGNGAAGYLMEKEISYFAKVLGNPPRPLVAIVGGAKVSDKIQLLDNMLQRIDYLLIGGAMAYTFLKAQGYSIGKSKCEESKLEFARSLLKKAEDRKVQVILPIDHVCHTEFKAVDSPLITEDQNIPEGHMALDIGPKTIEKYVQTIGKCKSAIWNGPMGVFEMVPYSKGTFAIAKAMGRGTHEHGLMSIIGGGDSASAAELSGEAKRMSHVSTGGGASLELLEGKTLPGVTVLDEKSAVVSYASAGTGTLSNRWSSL
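Luminescent ATP detection (Kinase-Glo Plus) follows a 60-minute room-temperature incubation, with wells lacking PGK as controls. Buffer: 100 mM TEA (pH 7.6), 5 mM MgCl2, 0.01% Tween-20. Coupling enzyme GAPDH (100 nM final) supplies unstable 1,3-BPG in-well.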
HP1b binding inh = HTS for Inhibitors of HP1-beta Chromodomain Interactions with Methylated Histone Tails; AlphaScreen HP1-beta / biotin-H3K9me3 peptide binding; Potency, µM (highest dose often 114 µM), for the others: at the highest dose activity change, negative = inhibition, most hits filed as inhibitors; hit rate 0.56% among 390,000; also: potency is read from the fitted curve at half-maximal effect; nearly all actives have a fitted effect of over 70% in size; inactives centre near 23
Target sequence (P83916 whole entry, looked up): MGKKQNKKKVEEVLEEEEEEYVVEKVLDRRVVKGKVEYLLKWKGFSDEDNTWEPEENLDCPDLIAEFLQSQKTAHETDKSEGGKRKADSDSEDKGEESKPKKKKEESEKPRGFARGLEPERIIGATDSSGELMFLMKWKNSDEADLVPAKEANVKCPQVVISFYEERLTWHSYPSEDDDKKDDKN
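Compound inhibition of the preformed complex between 50 nM HP1-beta and 50 nM biotinylated H3K9me3 peptide was read by AlphaScreen. Buffer was PBS pH 7.4 with 0.01% Tween-20. Incubations ran 30 min at room temperature, with 10 ug/mL donor/acceptor beads.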
JMJD2A Tudor = qHTS Assay for Inhibitors of JMJD2A-Tudor Domain | Lysine-specific demethylase 4A (Homo sapiens), O75164 | AlphaScreen JMJD2A-Tudor / H3K4me3 peptide binding | Potency, µM (titrated, usually from 114 µM), for inactives: at the highest dose activity change, negative = inhibition, actives largely listed as inhibitors | hit rate 4.4% among 390,000 | AID 504339, 2011; also: potency is read from the fitted curve at half-maximal effect; % is scaled to controls: 0 for no effect and ±100 for the full control effect; nearly all actives have a fitted effect of over 50% in size
BAZ2B block = qHTS Assay for Inhibitors of BAZ2B | Bromodomain adjacent to zinc finger domain protein 2B (Homo sapiens), Q9UIF8 | AlphaScreen BAZ2B-H3K14Ac peptide displacement | Potency, µM (titrated, usually from 114 µM), for inactives: at the highest dose activity change, negative = inhibition, usual class: inhibitors | hit rate 4.4% among 360,000 | AID 504333, 2011; also: potency is read from the fitted curve at half-maximal effect; % is scaled to controls: 0 for no effect and ±100 for the full control effect; nearly all actives have a fitted effect of over 60% in size
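AlphaScreen luminescence quantifies BAZ2B engagement of H3K14Ac peptide; the protein and biotinylated peptide are both at 50 nM final, buffer PBS pH 7.4 with 0.01% Tween-20, all steps at room temperature.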
Pin1 inhibitor = qHTS Assay to Find Inhibitors of Pin1 | Potency, µM (titrated, usually from 115 µM), inactives show at the highest dose activity, negative = inhibition, actives largely listed as inhibitors | Peptidyl-prolyl cis-trans isomerase NIMA-interacting 1 (Homo sapiens), Q13526 | Pin1 FP peptide displacement, HiFluor488, 10 min | hit rate 0.009% among 390,000; active = well fitted inhibition curve with a large enough effect in the polarisation, with a control signal flat, not every such curve was filed as active; inconclusive = small, poorly fitted or top-dose-only effect, or effect the other way, or a change in a side signal; inactive = no such curve, though single readings can be large or run the other way; the % refers to the polarisation; also: potency is read from the fitted curve at half-maximal effect; % is scaled to controls: 0 for no effect and ±100 for the full control effect
POLH inh = qHTS for Inhibitors of Polymerase Eta; recombinant Pol eta, fluorescent DNA replication assay; hit rate 1.2% among 390,000; Potency, µM (top dose mostly 114 µM), without a hit: at the top dose activity change, negative = inhibition, actives largely listed as inhibitors; DNA polymerase eta (Homo sapiens), Q9Y253; also: potency is read from the fitted curve at half-maximal effect; % is scaled to controls: 0 for no effect and ±100 for the full control effect
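Pol eta at 10 nM preincubated with compounds 15 min at room temperature; reaction started with fluorescent substrate (50 nM final) and read kinetically at 0 and 10 min.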
GLS inhibitor = qHTS for Inhibitors of Glutaminase (GLS); Glutaminase kidney isoform, mitochondrial (Homo sapiens), O94925; GLS enzymatic activity, qHTS titration; Potency, µM (highest dose often 45.5 µM), for inactives: at the top dose activity change, negative = inhibition, most hits filed as inhibitors; hit rate 0.21% among 410,000; also: potency is read from the fitted curve at half-maximal effect; % is scaled to controls: 0 for no effect and ±100 for the full control effect
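hKGA; 45 mM KH2PO4 pH 8.2 + 0.02% Tween-20; cpd via pin tool; 1 mM Gln soln; GluOx/HRP/Amplex Red; RT 30 min; fluor. t0 & final.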
PI4K2A inh = qHTS for small molecular inhibitors of PI4K2A; Phosphatidylinositol 4-kinase type 2-alpha (Homo sapiens), Q9BTU6; purified PI4K2A, ADP-Glo luminescence, 1 h; stronger effect = lower value; activity change, negative = inhibition, % at 76.9 µM; hit rate 0.13% among 420,000; AID 1346378, 2018; in the data active = activity change below about -50%; inconclusive = mostly about -30% to -49%;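 also: -100% = wells without enzyme as full effect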
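ADP-Glo luminescence measured ADP generated by PI4K2A enzyme (4 ug/mL before mixing) with 1.2 mM PI substrate (pre-mix) and 300 microM ATP (pre-mix). Tris pH7.5 buffer with MgCl2, Triton X-100; 1 h reaction at ambient temperature.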
G9a inh = qHTS Assay for Inhibitors of Histone Lysine Methyltransferase G9a. Histone-lysine N-methyltransferase EHMT2 (Homo sapiens), Q96KQ7. G9a H3K9 monomethylation, AlphaScreen, 2 h. Potency, µM (doses to about 102 µM), for inactives: at the highest dose activity, negative = inhibition, most hits filed as inhibitors. hit rate 8.8% among 350,000. AID 504332, 2011; also: potency is read from the fitted curve at half-maximal effect; % is scaled to controls: 0 for no effect and ±100 for the full control effect; nearly all actives have a fitted effect of over 75% in size
Target sequence (Q96KQ7 913-1193 limits assumed): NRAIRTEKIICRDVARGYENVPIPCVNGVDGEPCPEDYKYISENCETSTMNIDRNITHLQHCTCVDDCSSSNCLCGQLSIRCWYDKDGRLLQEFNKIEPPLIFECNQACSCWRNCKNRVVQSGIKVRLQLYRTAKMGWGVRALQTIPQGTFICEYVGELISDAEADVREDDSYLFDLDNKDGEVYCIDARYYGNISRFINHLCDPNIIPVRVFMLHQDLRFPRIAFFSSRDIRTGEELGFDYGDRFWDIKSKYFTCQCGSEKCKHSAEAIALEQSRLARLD
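G9a (20 nM) was preincubated 15 min with compound, then reacted 2 h at room temperature with 500 nM biotin-H3K9 peptide and 20 µM SAM. Monomethyl-H3K9 detected by AlphaScreen using anti-H3K9me1 antibody.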
Numbers without * were called inactive; i = inactive; ? = inconclusive; / = not tested or not shown; & = joins results of further samples; ! = a repeat was not active; [ ] = remark or other dose. Unless noted, calls follow the shape of the dose curve; as a rule, active = well fitted curve in the direction sought with a large enough effect; inconclusive = small, poorly fitted or top-dose-only effect, or another doubt; inactive = no such curve, though single readings can be large; an effect the other way counts as inactive or inconclusive.

SMILES	Tb PGK inh	HP1b binding inh	JMJD2A Tudor	BAZ2B block	Pin1 inhibitor	POLH inh	GLS inhibitor	PI4K2A inh	G9a inh
COc1ccc(OC2C(=O)N(c3ccc(C)c(C)c3)C2c2ccc(OC)c(OC)c2)cc1 (stereo not given)	i	20.9%	-25.9%	-27.8%	30.0%[activator]	-19.7%	-4.4%	-0.3	4.0%
Cc1cc(-c2ccco2)n(-c2ccccc2)n1	-5.8%	-0.6%	-30.9%	-31.4%	?	-2.8%	-3.9%	6.5	?
CCOc1ccc(CNC(=O)CCn2c(=O)c3cccn3c3cccnc32)cc1	6.6%	16.4%	-16.5%	?	41.6%[activator]	-6.0%	-17.9%	-3.7	-28.2%[59 µM]
S=C(Nc1ccc(Oc2ccccc2)cc1)Nc1cccnc1	i	-8.1%	?	-12.0%	-0.6%	-9.9%	5.3%	-1.7	1.3%[0.501 µM]
COc1ccc(C(CNC(=O)c2cc(F)c(F)c(F)c2F)N2CCOCC2)cc1 (stereo not given)	-3.3%	12.5%	-21.4%	-36.8%	-2.5%	-5.2%	-9.3%	-1.9	1.9%
O=C(Nc1c(F)cc(F)cc1Br)c1cc(-c2ccco2)on1	-5.0%	27.1%	-8.0%	4.7%	41.1%[activator]	-10.0%	-6.4%	-1.5	29.0%[12.7 µM]
O=C(NC[C@@H]1CCCO1)c1cccc2c1C(=O)c1ccc(N3CCOCC3)cc1S2(=O)=O	-1.3%	16.9%	-18.9%	/	?	-17.0%	0.3%	-1.2	/
COc1cc([N+](=O)[O-])ccc1NC(=S)N1CCOCC1	-9.9%	13.6%	-9.9%	-2.4%	-1.5%	-11.9%	5.4%	4.6	5.8%
Cc1cc(Cl)c(S(=O)(=O)NC2CCCC2)cc1OCC(N)=O	7.4%	14.6%	-7.6%	-2.0%	0.3%	-8.4%	9.9%	0.8	21.5%[12.7 µM]
Cc1ccc(CNC(=O)Nc2cccs2)cc1	-11.0%	-15.3%	-25.4%	-7.2%	16.9%	-1.7%	16.1%	5.5	?
C=CCSc1nn2c(=O)c3ccccc3nc2s1	-5.1%	28.6%	-1.4%	5.6%	0.2%	4.4%	2.4%	-7.4	18.7%
O=C(O)c1cnc(-c2ccccc2)nc1Sc1ccccc1	-3.6%	39.4%[activator]	-1.5%[57.1 µM]	?	-3.2%	9.8%	9.6%	1.7	110.6%[activator][59 µM]
CC(C)=CCC/C(C)=C/COc1c2occc2cc2ccc(=O)oc12	-0.3%	95.3%[activator]	27.2%	/	?	?	0.6%	-2.9	/
CN[C@H](CC(=O)O)C(=O)O	i	-19.8%	22.4µM*	/	-5.5%	-4.3%[57.1 µM]	8.1%	1.2&7.7	22.4µM*!
O=C1CCc2cc(S(=O)(=O)NCc3ccccc3Cl)ccc2N1	-3.0%	42.0%[activator]	-2.8%	-7.0%	-10.9%	-12.8%	-9.8%	4.0	-21.6%[59 µM]
O=C(COc1ccc2c(c1)CCC2)N1CCN(c2cccc(C(F)(F)F)c2)CC1	-3.8%	109.3%[activator]	12.9%	4.1%	10.1%	-18.4%	-3.7%	-0.6	43.1%[59 µM]
CCC(C)(C)n1nnnc1C(c1cc2cc3c(cc2[nH]c1=O)OCO3)N1CCCCC1 (stereo not given)	0.5%	10.8%	-7.6%	-18.6%	4.7%	-6.4%	3.3%	0.1	8.7%[12.7 µM]
CC(Sc1ncnc2sc(-c3ccccc3)cc12)C(N)=O (stereo not given)	-9.9%	26.0%	-21.5%	79.4µM*	2.6%	-10.4%	3.3%	-3.0	/
CCc1ccc(CNC(=O)C2CC(=O)N(CCc3ccc(C)cc3)C2)cc1 (stereo not given)	-2.2%	7.1%	-15.8%	-0.2%	6.5%	-13.6%	1.2%	0.4	-32.6%
COc1ccc(-c2c(C(C)=O)c(C)nc3sc4c(=O)n(-c5ccc(C)cc5)nnc4c23)cc1	-6.5%	2.5%	-20.4%	-6.3%	11.7%	-6.1%	-5.2%	1.5	-16.9%
CCOc1ccc(CNC(=O)Cn2nc(C)c3nn(-c4ccc(Cl)cc4)c(C)c3c2=O)cc1	i	29.9%[57 µM]	-6.8%	4.2%	-2.9%	-14.2%	5.9%	-1.4	0.1%[59 µM]
Cc1onc(-c2ccccc2)c1C(=O)Nc1cccnc1	-3.2%	28.9%	-3.8%	38.0%[activator]	-3.7%	7.6%	12.4%	-5.1	?
COc1ccc(NC2CCCN(C(=O)c3ccccc3N3CCOCC3)C2)cc1OC (stereo not given)	-8.7%	19.8%	-3.4%	-22.8%	-0.2%	-26.5%	-15.6%	-0.6	11.0%
CCOC(=O)c1ccc(NC(=O)C(C)N2C(=O)c3ccccc3C2=O)cc1 (stereo not given)	0.2%	12.1%	-18.2%	0.0%	1.1%	-12.2%	-4.2%	1.2	?
COc1ccc(C(=O)C(C)OC(=O)COc2ccccc2)cc1 (stereo not given)	-5.2%	50.9%[activator]	14.7%	/	2.2%	-3.7%	0.6%	-3.4	/
COc1ccccc1/C=C/C(=O)OCC(=O)NCc1ccco1	i	-10.8%	-30.6%	?	-2.7%	?	-9.4%	0.1	4.1%[59 µM]
CC(C)Cn1c(=O)c(C(=O)Nc2cnccn2)c(O)c2ccccc21	-9.5%	29.1%	-3.1%	2.6%	0.4%	6.6%	2.5%	1.7	-7.5%[2.33 µM]
CN(Cc1ccccc1)C(=O)CSc1nc(-c2ccc(F)cc2)cc(C(F)(F)F)n1	-3.4%	47.6%[activator]	26.8%	12.0%	-0.9%	-9.9%	11.1%	-10.3	25.1%[59 µM]
CCCCCc1cccnc1	-1.1%	51.6%[activator]	-4.1%	5.9%	2.7%	-7.7%	-3.3%	-2.6	/
Cc1nc2cc(-c3cccs3)nn2c(NCC(C)(C)CN(C)C)c1C	6.3%	36.2%	-12.4%	-22.7%	9.2%	1.6%	13.8%	3.6	50.1µM*
O=C(CCS(=O)(=O)c1ccc(Cl)cc1)N1CCCc2ccccc21	-6.1%	20.8%	-5.1%	/	1.6%	-4.9%	7.4%	-4.6	/
CCS(=O)(=O)N1CCN=C1SCc1cccc(F)c1	-0.3%	19.7%[57 µM]	3.0%	2.3%	-1.2%	-5.4%	5.7%	1.6	83.2%[activator]
COc1ccc(Br)cc1CN1CCCCCCC1	-5.4%	?	3.98µM*	50.1µM*	2.5%	-5.1%	10.5%	-1.1	2.82µM*
CCCCOc1ccc(CC(=O)NCC(=O)O)cc1	-1.4%	33.9%[activator]	-2.0%	-6.6%	-2.6%	-12.0%	1.0%	-5.1	-21.2%[59 µM]
COc1ccc(OC)c(NC(=O)c2ccccc2N(C)S(=O)(=O)c2ccc(C)cc2)c1	3.2%	22.5%	-29.0%	-10.8%	8.8%	-3.1%	-2.0%	0.9	-19.0%
COC(=O)N/N=C/c1cccnc1	-1.9%	68.4%[activator]	13.8%[57.1 µM]	-3.2%	5.1%	-23.1%	1.4%	-1.4	-4.7%
CCCN(CC1CCCO1)C(=O)CCc1nnc(-c2cc(C)on2)o1 (stereo not given)	i	47.3%[activator]	-2.1%	2.5%	-7.2%	-0.5%	-16.8%	6.4	6.8%
Cc1nc(NC(=O)CCCC(=O)Nc2nc(C)c(C)s2)sc1C	-5.8%	-5.0%	-23.1%	-5.4%	9.9%	-5.6%	0.7%	3.4	?
Cc1c(C(=O)N/N=C/c2ccc(N3CCOCC3)cc2)nc2ccccn12	-5.3%	41.7%[activator]	-6.2%	-3.9%	4.6%	-12.9%	18.2%	14.2	-5.5%
CCOc1ccc(NC(=O)CCS(=O)(=O)c2cc3c4c(c2)CCN4C(=O)CC3)cc1	6.9%	16.5%	-6.8%	-9.0%	-2.7%	-20.2%	9.2%	-7.2	-31.4%[59 µM]
O=C(NCCOc1ccccc1)C(=O)NCC1CCCO1 (stereo not given)	1.0%	19.1%	-2.8%	0.3%	7.9%	-2.7%	-8.0%	-12.5	/
COc1ccccc1C=NNC(=O)c1ccncc1	-1.7%	21.1%[57 µM]	-5.5%	/	-5.6%	-2.2%	1.4%	3.9	/
CCOC(=O)N1CCC(N2CCCC(CO)(Cc3ccccc3C)C2)CC1 (stereo not given)	0.1%	23.9%	-13.1%	-7.9%	18.1%	-21.0%	29.6%	1.2	/
O=C(CCN1C(=O)c2ccccc2C1=O)N1CCCCCC1	-9.0%	24.9%	-17.1%	6.1%	-0.4%	?	-0.8%	-1.6	?
O=C(c1cc2ccccc2o1)N1CCN(c2ncccn2)CC1	-3.4%	28.6%	-11.0%	/	-5.2%	-25.0%	-1.5%	13.1	/
COc1ccc(-c2ccc(CCC(=O)O)n2CC(=O)Nc2cccc(OC)c2)cc1	-6.9%	26.2%	-29.0%	-7.5%	13.9%	-10.2%	-3.3%	2.1	-50.3%

A portion of the library; the hit share may differ from the screen's.
